High-throughput results: PubChem, several laboratories
m5-HT2A agonist: mouse Htr2a agonists via beta-arrestin recruitment, primary screen, cell-based, luminescence; 0.66% of 360,000 active; activation, % at 7.6 µM; CHO-K1 mHTR2A beta-arrestin complementation; percent of 30 µM serotonin response;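 active = activation above a run cutoff, the mean activation of all tested compounds plus 3 SD, cut at about 14% in these data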;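 note: 0% = plate median of compound wells and 100% = 30 µM serotonin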
Granule exo inh: LAMP-1 surface exposure blockers, TALL-104 cells – cell-based, flow cytometry, MLPCN library, primary screen; TALL-104 LAMP-1 surface exposure; cells stimulated with thapsigargin and PMA; inhibition, % at 10 µM; 0.66% of 360,000 active;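 active = inhibition above about 55%, limit read from the data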
ABHD5-PLIN5 inh: ABHD5-PLIN5 interaction inhibitors, primary screen, cell lysate, split luciferase complementation, luminescence | Perilipin-5 (Homo sapiens) + 1-acylglycerol-3-phosphate O-acyltransferase ABHD5 (Homo … | Split G. princeps luciferase complementation, 4 h | inhibition, % at 4 µM | 0.78% of 360,000 active;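 active = inhibition above the mean inhibition across every tested compound plus 3 SD, cut at about 22% in these data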;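 note: 0% = DMSO only wells and the 100% control is not disclosed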
Glyco luc inh: increase of ERlucT glycosylation luciferase signal, primary screen, N-linked glycosylation inhibitor project, D54 ERlucT cells, luminescence, set 2 | reporter increase, % at 12.5 µM | D54 ERlucT glycosylation luciferase reporter, 24 h; percent of 100 nM tunicamycin response | AID 588692, 2011 | 0.23% of 360,000 active;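 active = mean luciferase reporter signal, scaled so untreated is 0 and the glycosylation-blocking control 100, at or above a set limit in every replicate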;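 note: luciferase carries N-glycosylation sites so blocking glycosylation raises the light; 0% = median of neutral control wells and 100% = median of 100 nM tunicamycin wells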
MC4R antagonist: MC4R antagonists of cAMP signaling, primary screen, cell-based, TR-FRET, antagonist arm of biased-ligand search. Melanocortin receptor 4 (Homo sapiens), P32245. MC4R-expressing cells, MTII-stimulated cAMP, LANCE TR-FRET. inhibition, % at 6.5 µM. 0.48% of 360,000 active;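 active = inhibition above its plate's cutoff, the mean of tested wells on that plate plus 3 SD, cut at about 29% in these data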;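 note: 0% = Melanotan II alone and 100% = Melanotan II plus saturating MCL0020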
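material = U2OS cells stably expressing human melanocortin 4 receptor (MC4R) | also added = Melanotan II challenge | dosing = single nominal compound dose of 6.5 µM | detection = TR-FRET with Eu-cAMP and labeled anti-cAMP, 671 nm | replication = singlicate | timing = compound 30 min, challenge 1 h, detection 1 h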
CaV13 ICDI inh: Disruptors of the CACNA1D IQ motif to Ca2+-dependent inactivation inhibitor domain association, primary screening, Förster resonance energy transfer in intact living …. HEK cells, CFP/YFP FRET ICDI-IQ, plate reader, 10 min; percent FRET-ratio fall versus neutral wells. 0.098% of 340,000 active. inhibition, % at 12.3 µM;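 active = mean replicate inhibition of at least 30% and at least 1% of replicates passing that level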;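 note: 0% = median of the neutral control wells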
MC4R barr agon: MC4R agonists recruiting beta-arrestin, primary screen, cell-based, luminescence, agonist arm of biased-ligand search; activation, % at 8.9 µM; U2OS MC4R beta-arrestin complementation; percent of melanotan II response, DMSO zero; 0.98% of 360,000 active;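 active = activation above a per-plate cutoff, the mean activation of sample wells on that plate plus 3 SD, cut at about 8% in these data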
ABCB6 inh 2: ABCB6 transporter inhibitors, primary screen, K562-ABCB6 cells, flow cytometry, MLPCN library; ATP-binding cassette sub-family B member 6 (Homo sapiens), Q9NP58; K562-ABCB6 porphyrin accumulation, 1 h; active compounds read low; fluorescence ratio to DMSO, % at 10 µM; 0.19% of 360,000 active;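 active = fluorescence ratio to DMSO below 75%, the collection mean minus 3 SD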;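 note: signal is porphyrin accumulated inside mitochondria; 100% equals median channel fluorescence of DMSO control wells; lower ratio means ABCB6 inhibition with less porphyrin fluorescence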
Target sequence (Q9NP58 whole entry, looked up): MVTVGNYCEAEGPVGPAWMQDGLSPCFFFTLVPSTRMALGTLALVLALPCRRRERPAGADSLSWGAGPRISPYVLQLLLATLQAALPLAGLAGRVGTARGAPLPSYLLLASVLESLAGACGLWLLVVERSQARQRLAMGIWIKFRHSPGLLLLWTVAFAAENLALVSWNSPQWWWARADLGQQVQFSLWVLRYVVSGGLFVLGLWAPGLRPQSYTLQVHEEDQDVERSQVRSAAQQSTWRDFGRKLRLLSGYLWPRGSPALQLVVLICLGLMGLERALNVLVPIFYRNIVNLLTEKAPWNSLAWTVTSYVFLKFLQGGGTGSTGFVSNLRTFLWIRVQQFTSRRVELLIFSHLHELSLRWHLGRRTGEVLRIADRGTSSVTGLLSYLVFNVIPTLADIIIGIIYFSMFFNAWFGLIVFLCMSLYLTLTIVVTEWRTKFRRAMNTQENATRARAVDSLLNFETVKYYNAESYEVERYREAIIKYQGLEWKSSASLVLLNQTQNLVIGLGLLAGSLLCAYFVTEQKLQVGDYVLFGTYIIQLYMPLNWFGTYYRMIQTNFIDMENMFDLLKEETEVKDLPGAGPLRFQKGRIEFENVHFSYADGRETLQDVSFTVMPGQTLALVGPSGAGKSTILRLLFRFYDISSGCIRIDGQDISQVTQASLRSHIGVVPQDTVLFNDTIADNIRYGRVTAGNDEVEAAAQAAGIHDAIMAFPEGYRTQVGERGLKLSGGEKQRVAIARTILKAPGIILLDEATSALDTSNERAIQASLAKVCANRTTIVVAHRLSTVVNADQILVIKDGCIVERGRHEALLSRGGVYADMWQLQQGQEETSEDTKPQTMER
Cardio protect: cardioprotection against H2O2-induced cell death, primary screen, uHTS, H9c2 cells, ATPLite luminescence | H9c2 cardiomyocytes, H2O2 injury protection, 2 h | protection from H2O2 cell death, % at 20 µM | 0.63% of 360,000 active;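 active = compounds giving at least 50% protection of heart cells from peroxide-induced death in the single-dose screen, raw or plate-pattern-corrected value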;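 note: 0% = DMSO wells with peroxide and 100% = DMSO wells without peroxide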
PDI inh: inhibitors of human PDI, primary screen, biochemical, turbidity, single point, plate reader; PDI insulin aggregation turbidity, A650, 90 min; inhibition, % at 10 µM; 0.052% of 350,000 active;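 active = mean inhibition across replicates of 30% or more, whatever share of single replicates reach that level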;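 note: absorbance from insulin aggregation driven by PDI reduction with DTT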
An asterisk follows results filed as active.

What do the screens show for `C=CCn1c(CNS(=O)(=O)c2ccc(Cl)cc2)n[nH]c1=S`?
m5-HT2A agonist: 4.2; Granule exo inh: -1.9; ABHD5-PLIN5 inh: -2.3; Glyco luc inh: -0.4; MC4R antagonist: -1.5; MC4R barr agon: -4.2; ABCB6 inh 2: 97.0; Cardio protect: -1.8; PDI inh: -3.7

How did O=C(O)COc1ccccc1/C=C1\SC(=S)N(NC(=O)c2ccccc2O)C1=O do in these assays?
m5-HT2A agonist: 4.4; Granule exo inh: 1.2; ABHD5-PLIN5 inh: -2.7; Glyco luc inh: -0.7; MC4R antagonist: 14.8; CaV13 ICDI inh: -8.7; MC4R barr agon: 1.0; ABCB6 inh 2: 99.0; Cardio protect: 2.3; PDI inh: -10.2

Results for Cc1onc(-c2c(F)cccc2Cl)c1C(=O)N1CCCc2ccccc21 ?
m5-HT2A agonist: 5.5; Granule exo inh: -3.1; ABHD5-PLIN5 inh: 1.3; Glyco luc inh: 6.4; MC4R antagonist: 12.9; CaV13 ICDI inh: -6.1; MC4R barr agon: -1.1; ABCB6 inh 2: 101.0; Cardio protect: 8.7; PDI inh: -1.7

What do the screens show for `CC1(C(=O)NS(=O)(=O)c2ccccc2)CCN1C(=O)C1(c2ccc(Cl)cc2)CC1` (centres undefined)?
m5-HT2A agonist: -2.9; Granule exo inh: 14.5; ABHD5-PLIN5 inh: -12.5; Glyco luc inh: -0.5; MC4R antagonist: 3.6; CaV13 ICDI inh: -10.1; MC4R barr agon: -1.5; ABCB6 inh 2: 71.0*; Cardio protect: 5.3; PDI inh: 5.8

How did COC(=O)c1ccc(C)c(N(CCO)CCO)c1 do in these assays?
m5-HT2A agonist: 8.6; Granule exo inh: 12.4; ABHD5-PLIN5 inh: 4.4; Glyco luc inh: 0.9; MC4R antagonist: 5.4; CaV13 ICDI inh: -8.4; MC4R barr agon: 0.8; ABCB6 inh 2: 103.0; Cardio protect: 1.5; PDI inh: -1.8

What do the screens show for `O=C(COc1ccc(S(=O)(=O)N2CCCC2)cc1)Nc1ccc(F)cc1`?
m5-HT2A agonist: -4.2; Granule exo inh: -3.8; ABHD5-PLIN5 inh: -3.0; Glyco luc inh: -0.5; MC4R antagonist: 4.6; CaV13 ICDI inh: -2.3; MC4R barr agon: -0.5; ABCB6 inh 2: 96.0; Cardio protect: 1.0; PDI inh: -11.5

What do the screens show for `COC(=O)[C@H](CC(C)C)NC(=O)Cn1cnc2c(NCc3ccccc3)ncnc21`?
m5-HT2A agonist: 3.6; Granule exo inh: 0.9; ABHD5-PLIN5 inh: -7.9; Glyco luc inh: 0.5; MC4R antagonist: 23.2; CaV13 ICDI inh: -6.0; MC4R barr agon: -1.3; ABCB6 inh 2: 103.0; Cardio protect: 0.3; PDI inh: -2.2

How did COc1ccc(N(C(=O)Cn2nnc(-c3ccc(C)o3)n2)C(C(=O)NC2CCCC2)c2ccncc2)cc1 (centres undefined) do in these assays?
m5-HT2A agonist: 3.0; Granule exo inh: -8.1; ABHD5-PLIN5 inh: -4.8; Glyco luc inh: -1.6; MC4R antagonist: -2.7; CaV13 ICDI inh: -4.8; MC4R barr agon: 0.6; ABCB6 inh 2: 105.0; Cardio protect: -0.9; PDI inh: -3.8

How did Nc1ncnc2c1ncn2[C@@H]1O[C@H](CNS(=O)(=O)c2ccc3c(c2)CCN(C(=O)C(F)(F)F)C3)[C@@H](O)[C@H]1O do in these assays?
m5-HT2A agonist: -0.8; Granule exo inh: -2.3; ABHD5-PLIN5 inh: -4.8; Glyco luc inh: 1.5; MC4R antagonist: -5.5; CaV13 ICDI inh: -6.0; MC4R barr agon: -2.1; ABCB6 inh 2: 103.0; Cardio protect: -1.2; PDI inh: -0.1

What do the screens show for `CC(Oc1cccc(Cl)c1)C(=O)Nc1cc(S(=O)(=O)N2CCOCC2)ccc1N1CCCCC1` (centres undefined)?
m5-HT2A agonist: 2.9; Granule exo inh: 12.1; ABHD5-PLIN5 inh: -1.2; Glyco luc inh: -10.6; MC4R antagonist: 8.3; CaV13 ICDI inh: -2.5; MC4R barr agon: -2.0; ABCB6 inh 2: 95.0; Cardio protect: -12.3; PDI inh: -1.9

Results for COCCn1c(SCC(=O)Nc2ccc(C)cc2C)nc2c(oc3ccccc32)c1=O ?
m5-HT2A agonist: 5.0; Granule exo inh: -0.2; ABHD5-PLIN5 inh: 0.1; Glyco luc inh: -2.9; MC4R antagonist: 14.6; CaV13 ICDI inh: -3.7; MC4R barr agon: -3.0; ABCB6 inh 2: 99.0; Cardio protect: 4.8; PDI inh: 3.5

How did Cc1ccc(C(=O)NCCN2CCOCC2)cc1C do in these assays?
m5-HT2A agonist: -1.2; Granule exo inh: 5.5; ABHD5-PLIN5 inh: 1.3; Glyco luc inh: -0.4; MC4R antagonist: 4.0; CaV13 ICDI inh: -4.9; MC4R barr agon: -0.6; ABCB6 inh 2: 98.0; Cardio protect: -5.9; PDI inh: 13.6

How did Cc1c(NS(=O)(=O)c2ccc(NC(=O)CCC(=O)O)cc2)c(=O)n(-c2ccccc2)n1C do in these assays?
m5-HT2A agonist: 5.2; Granule exo inh: 3.8; ABHD5-PLIN5 inh: 3.0; Glyco luc inh: -1.3; MC4R antagonist: 0.2; CaV13 ICDI inh: -19.4; MC4R barr agon: -1.8; ABCB6 inh 2: 96.0; Cardio protect: 7.7; PDI inh: -12.4

Results for COc1ccc(CCNC(=O)CN(C)S(=O)(=O)c2cccc3nsnc23)cc1OC ?
m5-HT2A agonist: 3.0; Granule exo inh: 0.8; ABHD5-PLIN5 inh: 2.3; Glyco luc inh: 1.4; MC4R antagonist: 2.4; CaV13 ICDI inh: -3.3; MC4R barr agon: -0.2; ABCB6 inh 2: 97.0; Cardio protect: 1.9; PDI inh: 7.5

How did CCOc1cc(N2CCOCC2)c(OCC)cc1NC(=O)C(NC(=O)c1c(F)cccc1F)C(C)C (centres undefined) do in these assays?
m5-HT2A agonist: -0.6; Granule exo inh: 5.9; ABHD5-PLIN5 inh: -4.0; Glyco luc inh: 3.1; MC4R antagonist: -3.7; CaV13 ICDI inh: -5.5; MC4R barr agon: -0.6; ABCB6 inh 2: 95.0; Cardio protect: -3.8; PDI inh: 0.4

How did Cc1ccc(S(=O)(=O)c2nc(-c3cccs3)oc2N2CCC(C(N)=O)CC2)cc1 do in these assays?
m5-HT2A agonist: -0.1; Granule exo inh: 3.7; ABHD5-PLIN5 inh: -9.6; Glyco luc inh: 0.6; MC4R antagonist: -3.7; CaV13 ICDI inh: -4.9; MC4R barr agon: 2.5; ABCB6 inh 2: 106.0; Cardio protect: 1.4; PDI inh: 0.4

Results for Cn1nc(C(F)(F)F)c2cc(NC(=O)OCC(C)(C)C)sc21 ?
m5-HT2A agonist: -0.6; Granule exo inh: -1.0; ABHD5-PLIN5 inh: -3.0; Glyco luc inh: -4.7; MC4R antagonist: 5.3; CaV13 ICDI inh: -3.5; MC4R barr agon: 1.5; ABCB6 inh 2: 90.0; Cardio protect: -0.8; PDI inh: 2.9

Results for CCOC(=O)C(C)N1C(=O)S/C(=C/c2cc(C)n(-c3ccncc3)c2C)C1=O (centres undefined) ?
m5-HT2A agonist: 5.1; Granule exo inh: -0.7; ABHD5-PLIN5 inh: 2.3; Glyco luc inh: -2.6; MC4R antagonist: 4.0; CaV13 ICDI inh: -2.9; MC4R barr agon: -1.0; ABCB6 inh 2: 117.0; Cardio protect: -0.8; PDI inh: -3.9

Results for COc1ccc(C(=O)Nc2nc3ccc(S(C)(=O)=O)cc3s2)cc1 ?
m5-HT2A agonist: -4.3; Granule exo inh: -0.3; ABHD5-PLIN5 inh: -1.4; Glyco luc inh: -0.8; MC4R antagonist: 8.5; CaV13 ICDI inh: -4.1; MC4R barr agon: 2.5; ABCB6 inh 2: 95.0; Cardio protect: -9.1; PDI inh: -2.9

Results for O=C(Nc1cnn(Cc2ccc(F)cc2)c1)c1cc(-c2cccs2)on1 ?
m5-HT2A agonist: 0.6; Granule exo inh: 0.3; ABHD5-PLIN5 inh: -6.7; Glyco luc inh: -0.1; MC4R antagonist: -0.8; CaV13 ICDI inh: -4.3; MC4R barr agon: 13.3*; ABCB6 inh 2: 97.0; Cardio protect: -8.1; PDI inh: 2.6

Results for CCCNS(=O)(=O)c1ccc(OCC(=O)N2CCCC2)cc1 ?
m5-HT2A agonist: 3.7; Granule exo inh: -0.5; ABHD5-PLIN5 inh: -5.7; Glyco luc inh: 0.9; MC4R antagonist: -1.1; CaV13 ICDI inh: 18.1; MC4R barr agon: -0.5; ABCB6 inh 2: 97.0; Cardio protect: 3.9; PDI inh: -4.9

How did CC1CCCC(NC(=O)COC(=O)CN2C(=O)C3CCCCC3C2=O)C1C (centres undefined) do in these assays?
m5-HT2A agonist: 2.5; Granule exo inh: -1.8; ABHD5-PLIN5 inh: 5.0; Glyco luc inh: 0.0; MC4R antagonist: 12.7; CaV13 ICDI inh: -3.9; MC4R barr agon: 0.4; ABCB6 inh 2: 101.0; Cardio protect: 4.2; PDI inh: -2.3

How did C=CCc1ccc(OCCn2nnc3ccccc32)c(OC)c1 do in these assays?
m5-HT2A agonist: -5.0; Granule exo inh: 5.0; ABHD5-PLIN5 inh: -1.1; Glyco luc inh: 0.5; MC4R antagonist: 2.9; CaV13 ICDI inh: -2.6; MC4R barr agon: -0.8; ABCB6 inh 2: 98.0; Cardio protect: -18.1; PDI inh: -3.9

What do the screens show for `COc1ccc(C(=O)Nc2ccccc2)cc1NC(=O)c1cccs1`?
m5-HT2A agonist: 3.2; Granule exo inh: -3.7; ABHD5-PLIN5 inh: 1.1; Glyco luc inh: -2.0; MC4R antagonist: 2.6; MC4R barr agon: 1.1; ABCB6 inh 2: 99.0; Cardio protect: 2.8; PDI inh: 1.9

Results for CCOC(=O)c1[nH]c(CSc2nnc(-c3ccc(OC)cc3)o2)c(C(=O)OCC)c1C ?
m5-HT2A agonist: 2.9; Granule exo inh: -1.0; ABHD5-PLIN5 inh: -2.5; Glyco luc inh: 0.5; MC4R antagonist: -4.9; MC4R barr agon: -1.1; ABCB6 inh 2: 90.0; Cardio protect: 7.3; PDI inh: -12.4

How did COc1cccc(C(=O)C2CCCN(Cc3cccn3-c3cccnc3)C2)c1 (centres undefined) do in these assays?
m5-HT2A agonist: -6.8; Granule exo inh: 4.5; ABHD5-PLIN5 inh: 2.5; Glyco luc inh: -2.9; MC4R antagonist: -2.2; CaV13 ICDI inh: 2.0; MC4R barr agon: 0.1; ABCB6 inh 2: 95.0; Cardio protect: 2.0; PDI inh: 3.4
